# Integrin act MD – integrin-mediated muscular dystrophy alleviation activation; alpha7betagal myoblasts, beta-gal FDG fluorescence, 48 h; Potency, µM (top dose mostly 38.3 µM), for the others: at the highest dose activation, most hits filed as activators; 0.064% of 350,000 active; AID 624291;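 further: potency means the concentration at half of the fitted maximal effect; 100% = response of the positive control SU9516; nearly all actives have a fitted effect of over 60% in size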
#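 Alpha7betagal+/- myoblasts (passage 13) were plated 16-24 hr, then exposed to compounds (1:260 dilution of DMSO stock) for 48 hours at 37C. After MPER lysis, β-galactosidase reporter activity was read as FDG fluorescence (ex 480/em 540) after 30 minutes.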
# B2AR arrestin – agonists driving beta-arrestin recruitment to human beta2-adrenergic receptor | P07550 | Potency, µM (titrated, usually from 46.1 µM), for inactives: at the top dose activation, usual class: activators | AID 492947 | 0.02% of 330,000 active | beta-arrestin recruitment to beta2AR, cell-based reporter;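 further: potency means the concentration at half of the fitted maximal effect; 0% = DMSO controls and full agonism = EC100 isoproterenol or metaproterenol; nearly all actives have a fitted effect of over 65% in size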
# Target sequence (P07550 whole entry, looked up): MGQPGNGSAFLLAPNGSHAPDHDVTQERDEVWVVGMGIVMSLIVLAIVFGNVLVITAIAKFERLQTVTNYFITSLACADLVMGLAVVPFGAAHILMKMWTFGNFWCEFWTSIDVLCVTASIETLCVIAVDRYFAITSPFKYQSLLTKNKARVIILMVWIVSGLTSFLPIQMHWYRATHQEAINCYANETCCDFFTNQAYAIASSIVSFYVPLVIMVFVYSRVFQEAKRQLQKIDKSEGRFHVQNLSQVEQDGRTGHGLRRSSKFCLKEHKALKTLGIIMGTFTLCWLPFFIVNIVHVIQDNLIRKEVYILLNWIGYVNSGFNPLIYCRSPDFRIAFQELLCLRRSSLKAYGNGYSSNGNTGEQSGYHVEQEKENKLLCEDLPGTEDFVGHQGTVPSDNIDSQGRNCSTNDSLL
# Giardia kill – kills Giardia lamblia. activity change, % at 7.66 µM, hits read low. Giardia lamblia trophozoite viability. 0.15% of 340,000 active. AID 540267; in the data active means activity change below about -80%; inconclusive means between about -30% and that limit;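 further: parasites exposed to compound for two days anaerobically before the ATP read; on the % scale 0 is the no-effect control and ±100 the full control effect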
#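 Compounds were tested on trophozoites seeded at 100 cells/well and held 48 hrs at 37 deg C anaerobically. An ATP-based luminescent kit measured the remaining live cells.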
# TSG101-PTAP inh – blocks PTAP/TSG101 interaction to inhibit HIV-1 budding; Q99816; Fluorescence polarization, FITC-PTAP peptide / Tsg101 binding; Potency, µM (highest dose often 115 µM), for inactives: at the top dose activity change, negative = inhibition, most hits filed as inhibitors; 340,000 tested, under 10 active; AID 493005; active means well fitted inhibition curve with a large enough effect in the main read-out, with a control signal flat, not every such curve was filed as active; inconclusive means small, poorly fitted or top-dose-only effect, or effect the other way, or a change in a side signal; inactive means no such curve, though single readings can be large or run the other way; further: potency means the concentration at half of the fitted maximal effect; % of control where 0% means no effect
#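 FP read-out: FITC-PTAP peptide, 50 nM final, binding Tsg101 binding domain, 10 uM final; 20 min, r.t.; 10 mM HEPES pH 7.5, 0.15 M NaCl, 0.01% Tween 20, 3 mM EDTA, 0.1 mM TCEP.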
# GALK inhibitor – blocks human galactokinase activity; P51570; Purified GALK, Kinase-Glo residual ATP luminescence; Potency, µM (titrated, usually from 57.5 µM), for inactives: at the top dose activity change, negative = inhibition, hits mostly inhibitors; 0.007% of 270,000 active; AID 1868; further: potency means the concentration at half of the fitted maximal effect; on the % scale 0 is the no-effect control and ±100 the full control effect
#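 Kinase-Glo Plus luminescence measured ATP left after a 1 h room-temperature reaction. The reaction used 5 nM GALK, 100 uM galactose and 35 uM ATP at pH 8.0 (20 mM HEPES, 5 mM MgCl2, 60 mM NaCl, 1 mM DTT, 0.01% BSA).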
# BCR signal inh – chronic active BCR signaling inhibition | ABC-DLBCL IkBa-CBG/CBR reporter, luminescence ratio, 4 h | Potency, µM (series often up to 46.1 µM), without a hit: at the highest dose ratio change, negative = lower green/red ratio, most hits filed as inhibitors | 0.05% of 340,000 active | AID 493014; active means well fitted inhibition curve with a large enough effect in the signal ratio, with a control signal flat, not every such curve was filed as active; inconclusive means small, poorly fitted or top-dose-only effect, or effect the other way, or a change in a side signal; the % refers to the signal ratio;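 further: potency means the concentration at half of the fitted maximal effect; plate controls were basal doxycycline-induced cells for no effect and cells given 10 µM MG132 for full effect; MG132 reads +100%, hits lower the ratio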
#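 Doxycycline induced both beetle luciferases in TMD8 lymphoma cells; IKK-driven degradation limits the IkappaBalpha-fused green signal, while red luminescence normalises for cell number and nonspecific effects. Compounds tested up to 46 uM, 4 hrs.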
# FBPA coupling cs – inhibits coupling enzyme system, counter-screen for aldolase hits; activity change, negative = inhibition, % at 58.2 µM, hits read low; 0.67% of 290,000 active; coupling enzyme system counterscreen, AmpLite Red fluorescence; in the data active means activity change below about -30%; further: on the % scale 0 is the no-effect control and ±100 the full control effect
#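 Counterscreen lacking aldolase: glyceraldehyde-3-phosphate coupling-enzyme reagent preincubated 10 min at RT with compound (at 57.5 uM final), then substrate/coupling system with AmpLite Red added; fluorescence read at 525/598 nm after 20 min RT.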
# PKM2 act – PKM2 (human) enzyme activation | 0.34% of 260,000 active | Potency, µM (highest dose often 57.5 µM), inactives show at the highest dose activation, most hits filed as activators | purified PKM2, Kinase-Glo ATP luminescence, activation; response scale: 0% is enzyme alone, no compound | P14618; further: potency means the concentration at half of the fitted maximal effect; on the % scale 0 is the no-effect control and ±100 the full control effect; nearly all actives have a fitted effect of over 55% in size
#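 Purified hPK-M2 (>95% pure) converted ADP (0.1 mM final) to ATP with 0.5 mM PEP in 50 mM imidazole pH7.2, KCl, MgCl2, Tween 20, BSA; 1 h at room temperature. ATP detected by Kinase-Glo luminescence.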
# Tb PFK inh – inhibitors of T. brucei phosphofructokinase; AID 485367; Potency, µM (highest dose often 57.5 µM), for inactives: top-dose activity, negative = inhibition, actives largely listed as inhibitors; O15648; 0.17% of 330,000 active; T. brucei PFK, ADP-Glo luminescence;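 further: potency means the concentration at half of the fitted maximal effect; 0% = uninhibited 1x PFK enzyme wells and -100% = no-enzyme wells; nearly all actives have a fitted effect of over 60% in size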
#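 Compounds were pin-transferred as a titration series up to 57 uM into substrate buffer (0.5 mM F6P, 0.1 mM ATP, pH 8.0), then 1.25 nM PFK was added and reactions ran 45 min before ADP-Glo detection.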
# ASM inhibitor – human S-ASM enzyme inhibition; P17405; placental ASM, HMU-PC fluorogenic substrate, 60 min; Potency, µM (titrated, usually from 57.5 µM), without a hit: at the highest dose activity change, negative = inhibition, hits mostly inhibitors; 0.006% of 340,000 active; AID 504937; further: potency means the concentration at half of the fitted maximal effect
# Target sequence (P17405 47-631 limits assumed): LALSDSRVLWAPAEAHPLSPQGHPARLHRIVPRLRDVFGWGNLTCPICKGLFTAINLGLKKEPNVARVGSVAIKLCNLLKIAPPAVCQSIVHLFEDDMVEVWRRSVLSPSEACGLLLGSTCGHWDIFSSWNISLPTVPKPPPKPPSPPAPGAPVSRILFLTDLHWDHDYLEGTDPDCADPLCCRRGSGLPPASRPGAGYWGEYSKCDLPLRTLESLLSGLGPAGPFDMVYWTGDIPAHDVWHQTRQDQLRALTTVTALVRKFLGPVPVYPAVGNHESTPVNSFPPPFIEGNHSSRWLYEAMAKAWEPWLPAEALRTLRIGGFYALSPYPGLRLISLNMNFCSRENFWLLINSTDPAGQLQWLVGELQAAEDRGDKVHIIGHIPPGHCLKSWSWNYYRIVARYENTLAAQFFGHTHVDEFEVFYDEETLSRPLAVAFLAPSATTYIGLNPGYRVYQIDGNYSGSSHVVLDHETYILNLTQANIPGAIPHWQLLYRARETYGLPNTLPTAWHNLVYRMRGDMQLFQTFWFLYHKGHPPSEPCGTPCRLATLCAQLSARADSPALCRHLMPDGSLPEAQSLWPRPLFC
#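 Human placenta-derived ASM enzyme was preincubated with compound for 10 minutes at room temperature, then given fluorogenic substrate HMU-PC0 (9 uM final) for 60 minutes at 37 °C; a pH 10 stop preceded fluorescence reading at Ex 386/Em 447 nm.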
# Menin-MLL TR inh – displaces Texas Red mutant MLL peptide from human menin. 0.23% of 270,000 active. O00255. Menin + Texas Red MLL mutant peptide, fluorescence polarization. Potency, µM (doses to about 61.6 µM), for the others: top-dose FP activity change, negative = inhibition, most hits filed as inhibitors; active means well fitted inhibition curve with a large enough effect in the polarisation, with a control signal flat, not every such curve was filed as active; inconclusive means small, poorly fitted or top-dose-only effect, or effect the other way, or a change in a side signal; inactive means no such curve, though single readings can be large or run the other way; the % refers to the polarisation; further: potency means the concentration at half of the fitted maximal effect; % of control where 0% means no effect; many of its hits are not listed in these tables
# An asterisk follows results filed as active; i = inactive; u = inconclusive; x = not tested or not shown; & = joins results of further samples; [ ] = remark or other dose. Unless noted, the call rests on the fitted dose curve; in most records, active means well fitted curve in the direction sought with a large enough effect; inconclusive means small, poorly fitted or top-dose-only effect, or another doubt; inactive means no such curve, though single readings can be large; an effect the other way counts as inactive or inconclusive. Some of the compounds tested, so the mix of outcomes need not match the whole.
SMILES,Integrin act MD,B2AR arrestin,Giardia kill,TSG101-PTAP inh,GALK inhibitor,BCR signal inh,FBPA coupling cs,PKM2 act,Tb PFK inh,ASM inhibitor,Menin-MLL TR inh
CC(C)=CCCC(C)CN1CCC(O)CC1 (stereo unspecified),-3%,x,13,-5%,5%,x,3,-3%,x,1%,-7%
CNC(=O)N(C1=NCC(C)S1)c1ccc(F)cc1F (stereo unspecified),11%,-0.4%,-8,-4%,-1%,u,3,8%,-6%,1%,-2%
CCC(=O)N1CCc2cc(S(=O)(=O)CCC(=O)NC3CCCCC3)ccc21,u,0.1%,2,-2%,1%,1%,x,x,-5%,-3%,x
Cc1ccc(C2CC(C(F)F)n3ncc(C(=O)Nc4cnn(Cc5ccccc5C)c4)c3N2)cc1 (stereo unspecified),19%,-0.1%,-3,-1%,0%,5%,-2,-6%,0%,-18%,7%
COc1ccc(OCCOC(=O)CN2C(=O)NC3(CCCC3)C2=O)cc1,3%,-0.5%,-3,-1%,x,-15%,x,x,-7%,x,x
COc1ccc(OC)c(CC(NC(C)=O)C(=O)NC2CCN(c3nc(OC)nc(OC)n3)CC2)c1 (stereo unspecified),-35%,-0.1%,0,0%,7%,3%,0,-2%,8%,5%,5%
Cc1cc(C)c(S(=O)(=O)NCCSCc2ccco2)c(C)c1,14%,-0.1%,31[activator],-6%,x,-5%,x,x,u,-6%,x
CCOc1cc(C2C3=C(CCCC3=O)N(CCC(=O)O)C3=C2C(=O)CCC3)ccc1OS(=O)(=O)c1ccc(C)cc1,14%,-3.4%,-9,-8%,1%,2%,6,-2%,-5%,i,7%
CCn1c2ccccc2c2cc(NC(=O)CC(C)=O)ccc21,12%,8.7%,-9,-2%,0%,0%,-1,3%,-6%,4%,1%
COC(=O)c1cc(NC(=O)CSC2=NCCS2)cc(C(=O)OC)c1,-13%,-1.9%,22,0%,0%,u,7,1%,-6%,1%,7%
COc1ccc(NC(=O)CC(Cc2ccccc2)C(=O)O)cc1 (stereo unspecified),-14%,-1.9%,-1,-7%,-2%,u,7,7%,-12%,3%,-10%
COc1cccc(-c2nnc(NC(=O)c3ccc(S(=O)(=O)N(CC(C)C)CC(C)C)cc3)o2)c1,-1%,0.4%,4,0%,-1%,1%,1,0%,1%,0%,u
Clc1ccccc1CN1CCN(/N=C/C=C\c2ccco2)CC1,-15%,0.2%,7,-1%,-1%,u,0,0%,-6%,0%,2%
CCOC(=O)c1cnc2c(cnn2C)c1Cl,-34%,0.0%,-11,-2%,-2%,3%,1,4%,1%,4%,-1%
COc1cccc(N(C(=O)c2ccco2)C(C(=O)NC2CCCC2)c2ccc(N(C)C)cc2)c1 (stereo unspecified),-27%,0.2%,18,0%,2%,-4%,-1,1%,8%,1%,-20%
COc1cccc(NC(=O)CSc2ccc3nnc(-c4ccncc4)n3n2)c1,7%,0.1%,14,-2%,3%,-9%,2,1.8µM*,1%,2%,-9%
Cc1cc(-c2ccccc2)c2ccc(NC(=O)C(C)(C)C)nc2n1,-10%,-0.3%,0,-10%,-1%,8%,-2,-5%,2%,6%,-23%
N=C1/C(=C\c2ccc(SCc3ccccc3)o2)C(=O)N=C2SC(CC(=O)N3CCOCC3)=NN12,22%,0.3%,10,-5%,-2%,2%,10,-11%,-12%,u,x
Nc1sc2c(c1C(=O)NC1CCS(=O)(=O)C1)CCC2 (stereo unspecified),-8%,0.4%,-17,-4%,-3%,0%,-8,-8%,u,-3%,-15%
CCCc1ccc2oc(C(=O)N3CCN(CC(=O)NC(C)C)CC3)c(C)c2c1,-12%,-0.5%,-10,-7%,-7%,-9%,0,2%,0%,-5%,-20%
COC(=O)c1c(-c2ccc(Br)cc2)csc1NC(=O)Cc1ccc(OC)c(OC)c1,-3%,0.2%,-3,-5%,-3%,8%,-7,-5%,-3%,-3%,x
CC(CC(=O)NC1CCSC1=O)c1ccccc1 (stereo unspecified),11%,-2.1%,-2,-3%,0%,8%,0,-4%,15%,0%,11%
Cc1cc(OCc2ccc(F)cc2)nc(-c2ccccc2O)n1,-4%,0.1%,-6,-1%,1%,9%,-2,1%,-1%,-10%,19%
Cc1oc(-c2ccccc2Cl)nc1CS(=O)(=O)CC(=O)NCCN1CCOCC1,-6%,0.0%,-10,-6%,x,-4%,-1,-2%,1%,6%,8%
COc1cccc(-c2cc(C(=O)N/N=C/c3ccco3)c3ccccc3n2)c1,6%,0.2%,1,-5%,-2%,u,0,-1%,0%,u,23%

# Remaining list, next part:
SMILES,Integrin act MD,B2AR arrestin,Giardia kill,TSG101-PTAP inh,GALK inhibitor,BCR signal inh,FBPA coupling cs,PKM2 act,Tb PFK inh,ASM inhibitor,Menin-MLL TR inh
CC(Sc1nnc(-c2ccccc2)c(-c2ccccc2)n1)C(=O)N1CCc2ccccc21 (stereo unspecified),16%,0.4%,-1,0%,0%,16%,-5,10%,1%,-8%,23%
Cc1noc(C)c1CSCC(=O)N(C)CC(=O)Nc1ccccc1C(F)(F)F,0%,-0.5%,2,0%,x,1%,x,x,5%,-1%,x
COc1ccc(S(N)(=O)=O)cc1C(=O)NCCCN1CCN(c2ccccc2OC)CC1,-2%,0.6%,-20,1%,x,-1%,2,3%,0%,1%,-2%
COc1ccccc1C(=O)N1CCCC1(C#N)c1ccccc1 (stereo unspecified),2%,0.1%,-18,1%,0%,-6%,-2,4%,-5%,2%,-23%
COCCCNC(=O)C[C@H]1C[C@H](C(=O)N2CCOCC2)[C@@]2(CCC3CCCC3)c3[nH]c4cc(CCC(=O)N(C)C)ccc4c3CCN2C1=O,3%,-0.6%,-6,-3%,x,7%,x,x,3%,-2%,x
Cc1ccc(NC(=S)N/C(=N/S(=O)(=O)c2ccccc2)c2ccccc2)cc1,-16%&6%,-0.2%,7&-11,0%&3%,-2%,u,0,0%,1%,2%&4%,5%
COc1ccc(NC(=O)C(=O)NCC2CCCN2S(=O)(=O)c2cccs2)cc1 (stereo unspecified),-4%,0.1%,-4,-2%,x,-1%,x,x,0%,0%,x
Cc1ccc(C(=O)Nc2ccccc2N2CCCC2)cc1,5%,-0.6%,4,2%,-4%,u,-1,3%,0%,1%,-8%
O=c1c2c3n(c(=O)nc2[nH]n1-c1ccccc1)CCCCC3,-9%,0.1%,1,-3%,3%,3%,-3,4%,1%,-3%,-1%
COc1ccc(NC(=O)CC2SC(=Nc3ccccc3)NC2=O)cc1 (stereo unspecified),2%,0.5%,-20,1%,-1%,2%,0,4%,0%,-2%,u
CC(=O)c1cccc(NC(=O)c2onc(C)c2Cl)c1,0%,0.1%,-10,-1%,2%,0%,6,3%,2%,1%,-5%
Cc1cc(C)nc(SCC(=O)Nc2ccc(S(=O)(=O)Nc3nccs3)cc2)n1,-4%,-0.8%,-5,-3%,-3%,1%,4,14%,13%,-8%,-8%
Cc1ccc(SCc2cn3cc(Cl)ccc3n2)cc1,11%,-0.4%,-23,-1%,3%,u,-2,17%,-2%,-2%,x
COc1ccc(NC(=O)CSc2nnc(Cn3cnc4ccccc43)o2)cc1,1%,0.0%,-15,1%,10%,-4%,2,-5%,-5%,u,-15%
O=C(O)CC1C(=O)NCCN1Cc1cccs1 (stereo unspecified),-2%,-0.1%,-24,-1%,1%,7%,1,5%,1%,4%,9%
CC1CCCCN1S(=O)(=O)c1ccc(C(=O)Nc2nnc(C3CC3)o2)cc1 (stereo unspecified),-21%,-0.1%,6,-4%,-2%,4%,1,2%,2%,-1%,u
O=C(Nc1cccc(O)c1)c1ccccc1,10%[7.66 µM],-0.3%,-6,-1%,0%,-19%,-1,-7%,-7%,1%,1%
O=c1c2ccc(Cl)cc2[nH]c(=S)n1CCCN1CCOCC1,-60%[inhibitor],-1.0%,-7,-2%,-2%,u,-1,-25%,-3%,5%,-4%
CCOC(=O)c1nncc(-c2ccccc2)n1,23%,0.3%,6,0%,x,2%,x,x,-3%,4%,x
COc1ccc(CC(=O)Nc2cccc(SC)c2)cc1,7%,-0.7%,-13,1%,2%,-13%,-13,-22%,-1%,1%,-8%

# Screening results (PubChem BioAssay)
